procasp7 counter: activates human procaspase-7, counter-screen for procaspase-3 activators. recombinant procaspase-7, Ac-DEVD-pNA absorbance 405 nm; D23A/D198A/D206A triple mutant, cannot self-cleave; scale: DMSO 0, 5 µM enzyme 100. hit rate 0.093% among 330,000. P55210. AID 463210. activation, % at 8.5 µM;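 active means percent activation above the screen-wide mean plus 3 SD, cut at about 25% in these data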
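Assay system: Uncleavable procaspase-7 mutant enzyme / Input: 2 µM procaspase-7 mutant as dispensed / Dosing: single nominal 8.5 µM compound dose, 0.8% DMSO final / Timing: 1 h enzyme–compound preincubation and 2 h substrate reaction, both 25 °C / Detection: p-Nitroaniline absorbance at 405 nm, read at 0 and 120 min / Replication: singlicate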
PP1 counter: PP1-alpha (human) inhibition in PP5 counter-screen | inhibition, % at 6.7 µM | hit rate 0.9% among 320,000 | P62136 | purified PP1alpha, OMFP fluorescence;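 active means inhibition above the mean inhibition of all tested compounds plus 3 SD, computed separately for each screening campaign, cut at about 15% in these data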
proCasp3 act: procaspase-3 (human) activation; P42574; recombinant procaspase-3 D3A, Ac-DEVD-pNA absorbance 405 nm; activation, % at 8.5 µM; hit rate 0.11% among 330,000;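 active means activation above the mean of all tested compounds plus 3 SD, cut at about 21% in these data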;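 further: 0% = DMSO alone and 100% = DMSO wells spiked with extra 5 µM PC-3 D3A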
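assay system = Procaspase-3 D3A mutant | signal = absorbance at 405 nm, 0 and 120 min | times = 1 h preincubation plus 2 h reaction at 25 °C | repeats = single replicate | read-out = % activation between DMSO and enzyme-spiked controls | medium = Zinc-free HEPES saline buffer with Triton X-100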
TPT1 inh: blocks Candida albicans tRNA 2'-phosphotransferase; recombinant caTPT1, FP RNA substrate dephosphorylation; inhibition, % at 5 µM; hit rate 0.81% among 300,000;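 active means inhibition above the mean of all tested compounds plus 3 SD, set per screening campaign, cut at about 24% in these data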;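 further: plate controls were DMSO alone for no effect and ferristatin control at 100 nM for full effect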
JMJD2C inh: human JMJD2C demethylase inhibition. GST-JMJD2C(1-420) H3K9me3 demethylation, DELFIA europium. AID 2099. Q9H3R0. hit rate 0.069% among 330,000. inhibition, % at 2.35 µM;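 active means more than half of a compound's replicate wells show inhibition beyond 50%, single wells judged on their own value; inconclusive means some, but no more than half, of replicates pass 50% inhibition; inactive means no replicate passes 50% inhibition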;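 further: signal counts dimethyl H3K9 product captured on neutravidin plate; 0% = median of DMSO wells and 100% = 0.3 times that DMSO median; strong numbers were not always called active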
Efflux pump inh: blocks antifungal efflux pumps in multiplex yeast assay. S. cerevisiae Candida pump triplex, Nile Red efflux. inhibition, % at 10 µM. hit rate 0.44% among 330,000. AID 485275;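 active means plate passing quality check with inhibition over a set limit, or well fluorescence over plate mean plus 4 SD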;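 further: Nile Red retained in pooled yeast measured as flow cytometry median fluorescence; 0% = buffer negative control and 100% = Enniatin B positive control; higher means more Nile Red kept so more efflux inhibition; some compounds called inactive have numbers as strong as hits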
PP5 primary: PP5 (human) phosphatase inhibition; inhibition, % at 6.7 µM; hit rate 0.18% among 320,000; purified PP5c, OMFP substrate fluorescence; P53041;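 active means inhibition above the campaign's mean inhibition across all tested compounds plus 3 SD, cut at about 9.5% in these data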;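 further: 0% = DMSO only and 100% = 100 µM cantharidin control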
Fh CTSL1 inh: blocks F. hepatica cathepsin L1 in PFM18AAP counter-screen; recombinant F. hepatica cathepsin L1, Z-Leu-Arg-MCA fluorescence; inhibition, % at 5.96 µM; hit rate 0.49% among 300,000; AID 1906;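 active means inhibition above the mean of all tested compounds plus 3 SD, set per screening campaign, cut at about 17% in these data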;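 further: 0% = plate median of test compound wells and 100% = 1 µM Z-Phe-Ala-diazomethylketone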
core dimer inh: blocks dimerization of HCV core protein | TR-FRET GST/Flag-core106 dimerization, 1536-well | inhibition, % at 5 µM | hit rate 0.33% among 300,000 | AID 1899;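 active means inhibition above the mean of all tested compounds plus 3 SD, set per screening campaign, cut at about 45% in these data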
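Assay system: GST-tagged and Flag-tagged HCV core protein residues 1-106 / Times: compound-protein-antibody incubation 4 h at 22.5 °C / Signal: time-resolved FRET, ex 340 nm, em 617 and 671 nm / Evaluation: % inhibition based on acceptor/donor emission ratio / Benchmarks: wells lacking GST-core106 and wells with excess unlabelled core106 / Repeats: singlicate, one well per compound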
* marks the source's active call; other numbers are inactive results; i = inactive; u = inconclusive; x = not tested or not shown.

cpd	Molecule	procasp7 counter	PP1 counter	proCasp3 act	TPT1 inh	JMJD2C inh	Efflux pump inh	PP5 primary	Fh CTSL1 inh	core dimer inh
1	O=C(Cc1ccccc1)Nc1ccc(C(=O)NCc2ccccc2)cc1	2	-1	-1	4	4	0.0	4.2	0	2
2	O=C(NNC(=O)c1cc(Cl)nc2ccccc12)c1ccccc1F	2	-4	0	-2	-2	0.1	2.7	6	0
3	Cc1cc(=O)[nH]c2nnc(SCC(=O)N3CC(C)OC(C)C3)n12 (stereo not given)	2	-3	4	0	-35	-0.1	-0.7	1	0
4	NS(=O)(=O)c1ccc(NC(=O)Nc2ccc(Cl)cc2)cc1	4	-4	-5	-3	x	0.0	3.1	-1	9
5	CCOc1ccc(/C=N/NC(=O)c2ccccc2NC(=O)c2ccc(OC)cc2)cc1	-7	0	10	-2	16	0.0	3.6	-1	20
6	Cc1cc(-c2ccc(C)c(S(=O)(=O)Nc3cccc(CN4CCCC4)c3)c2)on1	-3	0	2	0	2	0.0	-4.2	-5	0
7	N#C/C(=C(/O)COC(=O)c1ccc(C#N)cc1)c1nc2ccccc2s1	-4	2	-4	19	24	-0.2	-4.2	3	43
8	CC(C)(C)C(=O)NC(=S)N1CCOCC1	3	-3	0	-2	3	0.2	3.0	-2	2

Later entries
cpd	Molecule	procasp7 counter	PP1 counter	proCasp3 act	TPT1 inh	JMJD2C inh	Efflux pump inh	PP5 primary	Fh CTSL1 inh	core dimer inh
9	OCc1nc2ccccc2n1/N=C/c1cccs1	8	0	-5	-2	3	0.1	2.4	1	1
10	O=C(O)CSCC(=O)Nc1ccc(C(=O)O)cc1	5	-7	0	-2	-8	0.0	-0.2	11	-1
11	Cc1ccc([N+](=O)[O-])cc1S(=O)(=O)N1CCCCC1C(=O)O (stereo not given)	4	-9	-4	-1	-8	0.0	-3.1	0	-1
12	COc1ccc2c(CC(=O)NNC(=O)c3ccc(C)cc3)coc2c1	2	x	6	x	1	0.2	x	x	x
13	CC(C)c1ccc(NC(=S)Nc2ccc(OC(F)(F)F)cc2)cc1	-1	4	4	-4	3	0.1	-0.5	0	0
14	N#Cc1nc(Nc2cc(F)cc(F)c2)c2ncn(CC(F)F)c2n1	7	2	6	x	1	0.0	2.0	x	x
15	C=CCNc1nc(N)c(C(=O)Nc2cc(C)on2)s1	-5	-3	-7	1	8	0.0	0.0	7	-5
16	CN(C)/C=N/c1c(C#N)cnn1C	8	-2	1	-1	6	-0.1	-0.9	0	-1

Records 13–16 from above:
cpd	Molecule	procasp7 counter	PP1 counter	proCasp3 act	TPT1 inh	JMJD2C inh	Efflux pump inh	PP5 primary	Fh CTSL1 inh	core dimer inh
13	CC(C)c1ccc(NC(=S)Nc2ccc(OC(F)(F)F)cc2)cc1	-1	4	4	-4	3	0.1	-0.5	0	0
14	N#Cc1nc(Nc2cc(F)cc(F)c2)c2ncn(CC(F)F)c2n1	7	2	6	x	1	0.0	2.0	x	x
15	C=CCNc1nc(N)c(C(=O)Nc2cc(C)on2)s1	-5	-3	-7	1	8	0.0	0.0	7	-5
16	CN(C)/C=N/c1c(C#N)cnn1C	8	-2	1	-1	6	-0.1	-0.9	0	-1

New compounds follow:
cpd	Molecule	procasp7 counter	PP1 counter	proCasp3 act	TPT1 inh	JMJD2C inh	Efflux pump inh	PP5 primary	Fh CTSL1 inh	core dimer inh
17	CSCCC(NC(N)=O)C(=O)Nc1ccc(C)cc1 (stereo not given)	10	-6	8	-3	2	0.3	1.7	5	-8
18	COc1ccc2oc(C(=O)NC3(C)CCS(=O)(=O)C3)c(C)c2c1 (stereo not given)	-2	-1	1	-2	11	0.0	0.1	2	-7
19	O=C(COc1ccc(OCc2ccccc2)cc1)NC1CCOC1=O (stereo not given)	-4	-2	4	-1	-4	0.3	4.8	0	-1
20	Nn1c(SCC(=O)Nc2ccc3c(c2)OCO3)nnc1-c1ccc(Cl)cc1	4	2	8	0	0	-0.4	-0.9	1	-4
21	COc1cc(C2NC(=O)CCC2[N+](=O)[O-])c(OC)cc1Br (stereo not given)	2	-3	-5	-4	-21	0.1	3.3	1	-7
22	CCc1cc2c3c(c1)/C(=C1/SC(N)=NC1=O)C(=O)N3C(C)(C)C=C2C	-10	2	-7	-1	7	0.3	-1.3	-1	-3
23	O=C(Nc1ccccc1C(=O)NCC1CCCO1)c1ccc(Cl)cc1 (stereo not given)	-10	-1	3	3	19	-0.3	0.5	4	3
24	COC(=O)c1ccccc1NC(=S)NC(=O)c1ccccc1	-14	-4	-12	5	-11	0.0	0.7	0	0

The results go on.
cpd	Molecule	procasp7 counter	PP1 counter	proCasp3 act	TPT1 inh	JMJD2C inh	Efflux pump inh	PP5 primary	Fh CTSL1 inh	core dimer inh
25	CC(=O)c1c(C)nc(-c2ccc(OCC(=O)Nc3ccc(F)cc3)cc2)n1O	-3	-2	7	-1	-6	0.0	-1.4	0	3
26	CCn1c(C(C)NS(=O)(=O)c2ccc(Cl)cc2)n[nH]c1=S (stereo not given)	1	4	2	2	0	-0.1	1.0	2	-1
27	CC1(C)CC(=O)C=C(Nc2ccc3c(c2)CCC3)C1	-1	-1	-3	-6	9	0.1	2.1	2	-3
28	CC(=O)Nc1cccc(C(=O)NC(C)c2ccc(-n3ccnc3)cc2)c1 (stereo not given)	0	1	-3	0	10	-0.1	1.6	1	-15
29	Cc1ccc(S(=O)(=O)CC(O)COc2ccccc2C#N)cc1 (stereo not given)	0	-2	-5	1	5	0.2	-3.5	-6	0
30	CC(C)C(NS(=O)(=O)c1ccc2c(c1)OCCO2)C(=O)NCCc1ccccn1 (stereo not given)	-3	1	0	-1	-4	0.0	1.5	-4	0
31	Cc1cc(C)n(-c2nc3c(c(=O)n(C)c(=O)n3C)n2CCO)n1	3	-7	1	2	i	0.0	2.1	-6	0
32	COC(=O)C1=C(C)N(C)C(C)=C(C(=O)OC)C1c1ccccc1C	15	-1	-7	1	-9	0.1	2.8	-1	5

Single records, from the list above. Screens in order: procasp7 counter | PP1 counter | proCasp3 act | TPT1 inh | JMJD2C inh | Efflux pump inh | PP5 primary | Fh CTSL1 inh | core dimer inh
CC1(C)CC(=O)C=C(Nc2ccc3c(c2)CCC3)C1 reads -1 | -1 | -3 | -6 | 9 | 0.1 | 2.1 | 2 | -3
CC(=O)Nc1cccc(C(=O)NC(C)c2ccc(-n3ccnc3)cc2)c1 (stereo not given) reads 0 | 1 | -3 | 0 | 10 | -0.1 | 1.6 | 1 | -15

The listing continues:
cpd	Molecule	procasp7 counter	PP1 counter	proCasp3 act	TPT1 inh	JMJD2C inh	Efflux pump inh	PP5 primary	Fh CTSL1 inh	core dimer inh
33	CC(=O)Oc1ccc(C(=O)NCc2ccc3c(c2)OCO3)cc1	7	-6	-1	-3	2	0.0	-1.1	-15	-10
34	CCCNC(=O)NCCc1ccncc1	3	-6	0	-4	9	-0.3	-6.2	7	-2
35	O=C(c1cccc(NS(=O)(=O)c2ccc(F)c(F)c2)c1)N1CCN(C(c2ccccc2)c2ccccc2)CC1	8	7	1	7	-2	-0.1	2.1	4	33
36	O=C(CN1CCCSc2ccccc21)N1CCN(S(=O)(=O)c2cccc(F)c2)CC1	-4	2	9	x	x	0.4	1.9	x	x
37	CCOC(=O)c1c(C)n(C)c2cc(Br)c(OC)cc12	8	-3	-6	-9	16	-0.1	2.4	-3	1
38	COC(=O)C1=C(C)N(C)C(=O)NC1c1c(O)ccc2ccccc12 (stereo not given)	-2	-5	7	-2	16	-0.1	-1.2	-1	11
39	COc1cc(NC(=S)Nc2cccnc2)cc(OC)c1	-21	-2	-24	0	-4	0.2	-3.4	0	-7
40	COc1ccc(S(=O)(=O)N2CCN(C(=O)CN3C(=O)NC(C)(C)C3=O)CC2)cc1	3	0	0	x	-14	-0.1	-1.2	x	x

The list goes on:
cpd	Molecule	procasp7 counter	PP1 counter	proCasp3 act	TPT1 inh	JMJD2C inh	Efflux pump inh	PP5 primary	Fh CTSL1 inh	core dimer inh
41	Cc1oc(-c2ccccc2)nc1C(=O)Nc1nccs1	-11	1	1	0	3	0.0	0.9	2	4
42	CN(C)CCCN(C(=O)c1ccc(Br)s1)c1nc2cc3c(cc2s1)OCO3	-4	-3	-1	-3	4	-0.1	-0.3	3	-1
43	CC(=O)Nc1ccc(NC(=O)c2ccc(Cl)nc2)cc1	4	1	6	-3	-7	-0.2	-3.3	-2	-4
44	COc1ccc2cc(C3(C)NC(=O)N(CC(=O)NCCC4=CCCCC4)C3=O)ccc2c1 (stereo not given)	-9	1	4	2	-3	-0.2	1.3	3	3
45	COc1ccc(C(=O)NCC(c2ccc(F)cc2)N2CCOCC2)cc1S(=O)(=O)N1CCCC1 (stereo not given)	-10	0	-1	-3	u	0.0	-0.2	-2	0
46	CCC(=O)N1CCN(c2ccccc2NC(=O)COc2cccc(C)c2C)CC1	-6	-6	8	2	3	0.0	-0.3	1	5
47	Cc1ccc(NC(=O)CSc2nnc(CNC(=O)c3ccccc3F)o2)cc1Cl	-1	-2	3	3	0	0.2	-0.6	0	-4
48	CC(NC(=O)c1cc(F)c(F)c(F)c1F)c1ccc(-n2ccnc2)cc1 (stereo not given)	1	1	-4	1	-3	0.0	0.2	4	4

The results go on.
cpd	Molecule	procasp7 counter	PP1 counter	proCasp3 act	TPT1 inh	JMJD2C inh	Efflux pump inh	PP5 primary	Fh CTSL1 inh	core dimer inh
49	Cc1ccc(OCCCCNC(C)(C)C)c([N+](=O)[O-])c1	-15	-3	-11	-5	5	-0.3	1.4	12	-10
50	Cc1ccsc1C(=O)OCC(=O)Nc1c(C)n(C)n(-c2ccccc2)c1=O	5	-1	6	3	4	0.1	2.8	-7	-7
51	COc1cccc(CC(=O)OCC(=O)Nc2nnc(-c3ccccc3)o2)c1	4	1	1	4	-3	0.0	-1.2	2	0
52	CCOC(=O)c1cccnc1SCc1cc(=O)n2ccccc2n1	9	0	1	-4	5	0.1	4.2	8	1
53	CCS(=O)(=O)N1CCC(C(=O)NCC2CCCO2)CC1 (stereo not given)	-10	-3	5	0	3	0.0	0.1	-2	2
54	O=C(Nn1cnnc1)c1ccc(Cl)cc1[N+](=O)[O-]	4	-2	2	0	-20	-0.1	1.0	6	-6
